SK-BR-3 tox 24h: SK-BR-3 proliferation inhibitors, primary screen, cell-based, human, 24 h; SK-BR-3 viability, CellTiter-Glo ATP luminescence; stronger effect = lower value; viability, % at 10 µM; 0.47% of 41,000 active;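 active means viability at or below the median of all test compounds minus 3 SD, in both replicates if run twice, cut at about 45% in these data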;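 further: 100% = median untreated cell wells and 0% = median positive control drug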
Numbers without * were called inactive. These rows are one share of the data. The share of hits here may be higher or lower than overall.

SMILES	SK-BR-3 tox 24h
CCC(C)(C)n1nnnc1C(c1cc2ccc(OC)cc2[nH]c1=O)N1CCN(C2CCCCC2)CC1 (centres undefined)	60
CCOc1ccc(CNc2ccc(N3CCCC3)cc2)cc1	90
C=CCn1c(SCCC(=O)O)nnc1-c1cccs1	105
Cn1c(Cn2nnc3ccccc32)nnc1SCC(N)=O	102
COc1ccccc1-c1c(C)oc2c(CN3CCN(CCO)CC3)c(O)ccc2c1=O	94
Cc1ccc(C)c(NC(=O)C2CCC(C)(C(=O)O)C2(C)C)c1 (centres undefined)	87
O=C(/C=C\Nc1ccccn1)c1ccc(Cl)cc1	84
CCCCNC(=O)c1ccc(NC(=O)C2CCCO2)cc1 (centres undefined)	91
COC(=O)c1cc(-c2ccccc2)sc1NC(=O)c1cc(C)on1	123
COc1ccccc1-c1nc2n(n1)C(c1cccs1)C(C(=O)Nc1cccnc1)=C(C)N2 (centres undefined)	76
Oc1ccccc1N=Cc1ccc[nH]1	79
N#CC1=C(SCc2ccccc2)NC2=C(C(=O)CCC2)C1c1ccc2c(c1)OCO2 (centres undefined)	97
COc1ccc(Cl)cc1S(=O)(=O)Nc1cccc(C(=O)O)c1	106
CC(=O)N(c1ccc(N(C(C)=O)S(=O)(=O)c2cccs2)cc1)S(=O)(=O)c1cccs1	106
Cc1cc(C)c2[nH]c(=O)c(C(c3nnnn3CC3CCCO3)N3CCCC(C)C3)cc2c1 (centres undefined)	76
CC(C)C(CO)NC(=O)CC(=O)NC(CO)C(C)C (centres undefined)	98
CC(C)Oc1ccc(C(=O)N(Cc2ccco2)C2CCS(=O)(=O)C2)cc1 (centres undefined)	79
C=CCNc1nc(-c2cccc(OC)c2O)nc2ccccc12	77
CNCCC=C1c2ccccc2CCc2ccccc21	89
O=C(CN(CCO)c1ccccc1)NC12CC3CC(CC(C3)C1)C2	93
CCOC(=O)c1[nH]c(C)c(CN(Cc2ccco2)C(=O)C(F)(F)F)c1C	90
CC(=C1C(=O)c2ccccc2C1=O)N1CCN(c2ccccn2)CC1	77
O=C1CC(c2cccc(Cl)c2)CC(O)=C1C=NCCCO (centres undefined)	83
CC(NC(=O)C1CCCCC1)c1ccc2c(c1)OCCO2 (centres undefined)	124
COc1ccc(CCNS(=O)(=O)c2cccs2)cc1	107
O=C(CC1C(=O)NCCN1C(=O)c1ccc(F)cc1)OCc1ccccc1 (centres undefined)	92
COc1ccc(CNC(=O)CN2CCC(C(=O)c3ccc(OC)cc3)CC2)cc1	68
O=C1NC(=O)[C@@H]2C3c4ccccc4C=CN3[C@H](C(=O)c3cccs3)[C@H]12 (some centres undefined)	97
CC(=O)c1cccc(NC(=O)C2CC(=O)N(c3cccc(C)c3C)C2)c1 (centres undefined)	94
CCOc1cc(-c2ccc3c(c2)OCO3)cc(=O)c2c(C)oc(C)c12	104

An excerpt of these results, with bars between the fields:
SMILES | SK-BR-3 tox 24h
Oc1ccccc1N=Cc1ccc[nH]1 | 79
N#CC1=C(SCc2ccccc2)NC2=C(C(=O)CCC2)C1c1ccc2c(c1)OCO2 (centres undefined) | 97
COc1ccc(Cl)cc1S(=O)(=O)Nc1cccc(C(=O)O)c1 | 106
CC(=O)N(c1ccc(N(C(C)=O)S(=O)(=O)c2cccs2)cc1)S(=O)(=O)c1cccs1 | 106
Cc1cc(C)c2[nH]c(=O)c(C(c3nnnn3CC3CCCO3)N3CCCC(C)C3)cc2c1 (centres undefined) | 76
CC(C)C(CO)NC(=O)CC(=O)NC(CO)C(C)C (centres undefined) | 98
CC(C)Oc1ccc(C(=O)N(Cc2ccco2)C2CCS(=O)(=O)C2)cc1 (centres undefined) | 79
C=CCNc1nc(-c2cccc(OC)c2O)nc2ccccc12 | 77
CNCCC=C1c2ccccc2CCc2ccccc21 | 89
O=C(CN(CCO)c1ccccc1)NC12CC3CC(CC(C3)C1)C2 | 93
CCOC(=O)c1[nH]c(C)c(CN(Cc2ccco2)C(=O)C(F)(F)F)c1C | 90
CC(=C1C(=O)c2ccccc2C1=O)N1CCN(c2ccccn2)CC1 | 77
O=C1CC(c2cccc(Cl)c2)CC(O)=C1C=NCCCO (centres undefined) | 83
CC(NC(=O)C1CCCCC1)c1ccc2c(c1)OCCO2 (centres undefined) | 124
COc1ccc(CCNS(=O)(=O)c2cccs2)cc1 | 107
O=C(CC1C(=O)NCCN1C(=O)c1ccc(F)cc1)OCc1ccccc1 (centres undefined) | 92
COc1ccc(CNC(=O)CN2CCC(C(=O)c3ccc(OC)cc3)CC2)cc1 | 68

Remaining list, next part.
SMILES	SK-BR-3 tox 24h
COC(=O)c1c(C#N)c(N)nc2c1CCCC2	131
CC(C)CCOCC(=O)Oc1ccccc1C(=O)O	93
CCC1(C)Cc2c(sc3[nH]c(=O)[nH]c(=O)c23)CS1 (centres undefined)	83
Cc1cc2c(c(=O)o1)C(CC(C)C)C(C#N)=C(N)O2 (centres undefined)	77
CS(=O)(=O)N(CC(=O)Nc1ccc2c(c1)OCCO2)Cc1ccccc1	99
O=C1c2ccccc2C(=O)N1Cc1nc2ccccc2c(=O)n1CCCN1CCOCC1	105
c1ccc(N2CCN(c3nc(-c4ccccn4)nc4ccccc34)CC2)cc1	85
c1csc(-c2nn3c(-c4ccncc4)nnc3s2)c1	93
CC(C)(C)NC(=O)C1CC(=O)OC12CCCCC2 (centres undefined)	72
Cc1ccc(S(=O)(=O)NCCSc2nnnn2C)cc1	122
CCOc1ccc(C2C(C(=O)c3ccco3)=C(O)C(=O)N2CCCn2ccnc2)cc1 (centres undefined)	109
COc1ccc(OC)c(S(=O)(=O)Nc2ccc(C(N)=O)cc2)c1	94
FC(F)(F)c1cc(-c2ccc3c(c2)OCO3)nc(NCc2ccco2)n1	88
O=S(=O)(c1ccc2c(c1)nc1n2CCC1)N1CCOCC1	95
CCn1c(=N)n(CC(=O)OC)c2ccccc21	86
O=S(=O)(c1ccc2oc3ccc(S(=O)(=O)N4CCCC4)cc3c2c1)N1CCCC1	96
COc1ccc(N(CC(=O)NC2CCCCC2)C(=O)CCCC(=O)Nc2ccccn2)c(OC)c1	122
c1ccc(COc2cccc(CNn3cnnc3)c2)cc1	88
CN1c2ccccc2-c2nc3ccccc3n2C1c1ccco1 (centres undefined)	79
C(=N\C(/N=C/c1ccco1)c1ccco1)/c1ccco1	104
CC1CCN(S(=O)(=O)c2ccc(S(=O)(=O)NCC(=O)C(C)(C)C)cc2)CC1	93
Nc1nc(-c2cccnc2)nc(N2CCCCC2)n1	103
[N-]=[N+]=CC(=O)c1ccnc(C(=O)C=[N+]=[N-])c1	120
CCOc1ccccc1NC(=O)c1cnc2n(c1=O)CCS2	72
O=C(CN(CC1CCCO1)C(=O)Cn1nnc(-c2ccc(F)cc2)n1)NC1CCCCC1 (centres undefined)	81
COc1ccc(Br)cc1S(=O)(=O)N1CCN=C1C	96
CCn1c(=O)c2cc(S(=O)(=O)NC3CCCCC3)ccc2n(CC)c1=O	92
C#CCOc1ccc2c(C)cc(=O)oc2c1	80
Cc1ccc(S(=O)(=O)n2nc(OC(=O)C(C)(C)C)cc2N)cc1	92
COc1cc(C(=O)Nc2oc(-c3ccccc3)c(-c3ccccc3)c2C#N)cc(OC)c1OC	102
Cc1c[nH]c2cccc(OCC(O)CNC(C)(C)C)c12 (centres undefined)	110
CCOC(=O)CCSc1nc(C)c2ccccc2n1	87
CCC(C)(C)n1nnnc1C(c1cc2ccc(OC)cc2[nH]c1=O)N1CCc2ccccc2C1 (centres undefined)	103
c1ccc(OCCCc2nc(-c3cccnc3)no2)cc1	99
CCC(C)c1ccc(NC(=O)C2CCCN(c3ncccn3)C2)cc1 (centres undefined)	70
O=C1CC(c2ccc3c(c2)OCO3)C2=C(CCCC2=O)N1 (centres undefined)	90
Cc1cc(NC(=O)c2cccc(F)c2)ncc1NC(=O)c1ccco1	97
CCn1c(SCC(=O)Nc2ccc(NC(C)=O)cc2)nnc1C1CC1	102
O=C(Nc1ccccc1O)c1ccccc1O	99
COc1cc(C(=O)Nc2cccc3ncccc23)cc(OC)c1OC	102
Cc1ccc(NCc2nnc(SCC(=O)Nc3ccccc3)n2CC2CCCO2)c(C)c1 (centres undefined)	69
CCn1c(SCc2cc(=O)[nH]c3ccccc23)nc2c1c(=O)n(C)c(=O)n2C	80
COCc1nc(-c2ccc(-c3ccc(C)cc3)nc2OC)no1	72
COc1cccc(NC(=O)c2ccccc2-c2nc(-c3ccc(Cl)cc3)no2)c1	86
CCc1ccccc1NC(=O)CSc1nnc([C@@H](NC(=O)OC(C)(C)C)C(C)C)o1	127
COc1cc(NC(=O)c2ccco2)c(OC)cc1NC(=O)CCC(=O)Nc1cc(C)cc(C)c1	85
COC(=O)c1ccc(OC(=O)c2nn(C)cc2Cl)c(OC)c1	98
CC(C)(C)NC(=O)C(c1ccccc1)N(C(=O)c1ccco1)C1CC1 (centres undefined)	88
CSc1ccc2c(c1)N(CCC1CCCCN1C)c1ccccc1S2 (centres undefined)	97
CN(C)C=C1C(=O)c2ccccc2C1=O	105
O=C(C1CCN(S(=O)(=O)c2ccc(F)cc2)CC1)N1CC=C(c2ccccc2)CC1	71
Cc1cccc(C)c1NC(=O)CC(NCc1ccco1)C(=O)O (centres undefined)	83
COc1ccccc1CNC(=O)C(C)NS(=O)(=O)c1ccccc1 (centres undefined)	93
COCCCNC(=O)c1c(-c2ccccc2)noc1C	50
COc1ccc(S(=O)(=O)Nc2c(C(=O)O)[nH]c3ccccc23)c(OC)c1	89
O=C1CSC(=O)N1CCOCCN1C(=O)CSC1=O	132
CC1(C)C2CCC1(C)C(NC(=O)CCN1CCCCC1)C2 (centres undefined)	81
COc1ccc(Cl)cc1NC(=O)N1CCN(S(C)(=O)=O)CC1	109
C=CCn1c(CCCNC(=O)CCC)nc2ccccc21	98
COc1ccc(C2CC(=O)C(C=NCCN3CCOCC3)=C(O)C2)cc1 (centres undefined)	82

Carrying on.
SMILES	SK-BR-3 tox 24h
O=C(c1ccc(NC(=O)C2(c3ccccc3)CCOCC2)cc1)N1CCOCC1	87
CCOC(=O)CCc1c(C)nc(SCCN2CCCC2)c(C#N)c1C	88
O=C1CC(C(=O)Nc2ccccc2C(=O)O)C(c2ccccc2)O1 (centres undefined)	121
CC(C)N1C[C@@]23C=C[C@@H](O2)C(C(=O)OCc2ccccc2)[C@H]3C1=O (some centres undefined)	120
Cc1cccc(N(CC(=O)NCC2CCCO2)C(=O)CCC(=O)Nc2cc(C)on2)c1 (centres undefined)	85
Cc1occc1C(=O)N1CCN(c2ncccn2)CC1	76
Cc1ccc(OCC(=O)NCC(=O)n2nc(C)cc2C)cc1	80
Cc1cccc(-c2c3c(=O)n(C)c(=O)n(C)c3c3nnc4ccccc4n23)c1	86
C[N+](C)(C)CCOP(=O)([O-])OC[C@H](O)CO	97
CCSc1ccccc1C(=O)N1CCN(c2ccccc2F)CC1	91
COc1ccc(-c2noc(CN3CCN(c4ccccc4F)CC3)n2)cc1OC	75
COc1ccc(-c2nc(N)nc(C)c2Oc2ccccc2Br)c(O)c1	130
O=S(=O)(NCc1ccccc1)c1cnc[nH]1	94
N#Cc1c[nH]n2c(=O)cc(Cc3ccccc3)nc12	94
Cc1[nH]n2c(=O)c3c(nc2c1-c1ccc(Cl)cc1)CCC3	69
Cc1[nH]n2c(=O)c3c(nc2c1-c1ccccc1)CCCC3	113
O=C(CSc1nnc(-c2cccs2)n1-c1ccccc1)Nc1ccccc1	88
Cc1cccc(OCc2nnc(SCC(=O)N3CCCC3)n2C)c1	92
O=C(NCCN1CCOCC1)c1cc(-c2ccc(Cl)cc2)on1	95
CCN1CCN(c2ncc(C(=O)N3CCCc4ccccc43)c3ccccc23)CC1	75
CCC(C)C(NC(=O)c1ccccc1NC(=O)c1ccco1)C(=O)O (centres undefined)	101
CCOc1cc(CNn2cnnc2)ccc1OCC(=O)NC1CCCCC1	87
CCN(CC)CCN1C(=O)C(=O)/C(=C(/O)c2cnn(-c3ccccc3)c2C)C1c1cccnc1 (centres undefined)	82
CCC(C)(C)n1nnnc1CN(Cc1cccs1)Cc1cc2cc(OC)ccc2[nH]c1=O	58
Cc1nc2sc(C(c3ccc(Cl)cc3)N3CCN(C(=O)c4ccco4)CC3)c(O)n2n1 (centres undefined)	66
Cn1c(=O)c2c(nc(SCCN3CCCCC3)n2Cc2ccc(Cl)cc2)n(C)c1=O	65
O=C(CCC(=O)N(c1ccccc1)C(C(=O)NC1CCCC1)c1ccncc1)Nc1cccnc1 (centres undefined)	123
COc1ccc(-c2nc3c(c(=O)n(C)c(=O)n3C)n2CC2CC(c3ccccc3)=NO2)cc1OC (centres undefined)	75
CCCc1ncc(C(O)c2cccc(OC)c2OC)n1C (centres undefined)	73
COc1ccc(C(=O)N2CCN(Cc3ccccc3C)CC2)cc1OC	95
Cc1csc(NC(=O)CSc2nncn2C)n1	95
Cc1ccc2c(CN3CCN(CCO)CC3)cc(=O)oc2c1	93
COc1ccc(C2C(C(=O)N3CC(C)CC(C)C3)c3ccccc3C(=O)N2C)cc1 (centres undefined)	63
CSc1nsc(SC)c1NC(=O)N1CCCC1	92
NC(=O)c1cnn2c(C(F)(F)F)cc(-c3ccccc3)nc12	83
COc1cc(NC(=O)CCN2CCN(c3ccccc3F)CC2)cc(OC)c1	124
Cn1c(=O)n(C)c2cc(C(N)=O)ccc21	87
Cc1cc(C)cc(NC(=O)CSc2nnc(-c3ccc(S(=O)(=O)N4CCCC4)cc3)o2)c1	92
C=C(C)n1c(=O)[nH]c2ccccc21	84
CCCCCC(=O)N(O)C1CC(=O)N(c2ccccc2)C1=O (centres undefined)	80
COC(=O)Cc1n[nH]c(=S)[nH]c1=O	108
CCN(CC)CCCN1C(=O)C(=O)/C(=C(/O)c2ccccc2)C1c1cc(OC)ccc1OC (centres undefined)	94
COc1ccc(N2CCN(S(=O)(=O)c3ccc(Br)s3)CC2)cc1	103
CC1Cc2ccccc2N1C(=O)CCS(=O)(=O)c1cccc2nonc12 (centres undefined)	95
Cc1ccccc1OC(C)C(=O)NC1CCCC1 (centres undefined)	84
COc1ccccc1CN(Cc1nc2ccccc2c(=O)[nH]1)C(=O)Nc1ccccc1	71
O=C(O)CCc1ccc(-c2ccc(Br)cc2)o1	80

From PubChem BioAssay
